Tb PYK inh: T. brucei pyruvate kinase inhibition; hit rate 0.12% among 410,000; Potency, µM (titrated, usually from 76.8 µM), inactives show at the highest dose activity, negative = inhibition, actives largely listed as inhibitors; Q57TT1; TbPYK enzyme, Kinase-Glo Plus ATP luminescence, 45 min; also: potency is read from the fitted curve at half-maximal effect; % is scaled to controls: 0 for no effect and ±100 for the full control effect; nearly all actives have a fitted effect of over 50% in size
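Glycolytic pyruvate kinase of T. brucei was incubated with substrate, test compound and 130 uM ADP for 45 minutes at room temperature. Luminescent Kinase-Glo Plus signal was measured after 10 minutes.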
Pf growth 48h: inhibits P. falciparum growth in the first generation, 48 h; AID 504832; P. falciparum luciferase growth in erythrocytes, 48 h; hit rate 5.9% among 310,000; Potency, µM (titrated, usually from 28.7 µM), inactives show at the top dose activity change, negative = inhibition, usual class: inhibitors; also: potency is read from the fitted curve at half-maximal effect; % is scaled to controls: 0 for no effect and ±100 for the full control effect
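Read-out is firefly luciferase luminescence from an integrated reporter in P. falciparum, so falling signal marks reduced parasite growth. Infected erythrocytes were at 2% hematocrit and 0.1% parasitemia (final) in Albumax-supplemented RPMI 1640.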
Pf growth 96h: P. falciparum growth inhibition at 96 hour, primary screen for plastid delayed-death inhibitors | P. falciparum luciferase reporter growth, 96 h | Potency, µM (series often up to 28.7 µM), without a hit: at the top dose activity change, negative = inhibition, actives largely listed as inhibitors | AID 504834 | hit rate 6.9% among 320,000; also: potency is read from the fitted curve at half-maximal effect; % is scaled to controls: 0 for no effect and ±100 for the full control effect
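Infected RBCs, 2% Hct / 0.05% parasitemia final; luciferase-reporter P. falciparum; cpd 96 h, 37 C, 5% CO2; luciferase detection reagent; luminescence.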
LmPK inhibitor: inhibitors of Leishmania mexicana pyruvate kinase; purified LmPK, Kinase-Glo ATP luminescence, 1 h; AID 1721; hit rate 0.37% among 290,000; Potency, µM (series often up to 57.5 µM), for the others: at the top dose activity change, negative = inhibition, most hits filed as inhibitors; also: potency is read from the fitted curve at half-maximal effect; % is scaled to controls: 0 for no effect and ±100 for the full control effect
Target sequence (Q27686 whole entry, looked up): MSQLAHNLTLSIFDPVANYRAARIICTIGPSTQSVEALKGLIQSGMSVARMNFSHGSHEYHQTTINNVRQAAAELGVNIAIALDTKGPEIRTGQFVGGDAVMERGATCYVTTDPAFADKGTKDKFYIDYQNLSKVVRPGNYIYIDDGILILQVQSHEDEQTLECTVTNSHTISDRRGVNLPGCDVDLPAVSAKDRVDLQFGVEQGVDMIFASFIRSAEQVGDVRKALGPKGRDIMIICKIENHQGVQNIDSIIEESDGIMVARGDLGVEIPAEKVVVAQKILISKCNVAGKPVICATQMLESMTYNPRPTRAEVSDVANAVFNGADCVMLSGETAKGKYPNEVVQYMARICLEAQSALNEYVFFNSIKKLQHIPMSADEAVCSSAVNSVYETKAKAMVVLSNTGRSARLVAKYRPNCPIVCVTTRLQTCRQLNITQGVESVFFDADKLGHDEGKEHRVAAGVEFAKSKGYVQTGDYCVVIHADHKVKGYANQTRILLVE
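ATP generated from ADP (0.1 mM) and PEP (0.5 mM) by 0.1 nM LmPK over 1 h at room temperature (pH 7.2 imidazole buffer) was detected by coupled luciferase luminescence. Values were normalized to uninhibited and no-enzyme wells.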
AMA1 RON2 block: AMA1-RON2 (P. falciparum) interaction inhibition; Potency, µM (doses to about 58.2 µM), for the others: at the highest dose activity change, negative = inhibition, hits mostly inhibitors; hit rate 0.2% among 360,000; AlphaScreen AMA1-biotinylated RON2 peptide binding;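 also: potency is read from the fitted curve at half-maximal effect; 0% = vehicle wells and -100% = peptide control; nearly all actives have a fitted effect of over 45% in size; some results filed as inactive show a strong effect at the top dose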
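AMA1 (3D7) with his tag at 25 nM final met compounds first, then biotinylated RON2 peptide at 25 nM; detection used donor plus acceptor beads, 10 µg/mL apiece, read by AlphaScreen after 30 min at room temperature.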
Cycloheximide cs: counter-screen hit for Shiga toxin inhibitors, cycloheximide; cell reporter, cycloheximide protein synthesis inhibition counterscreen; max response, %; hit rate 12% among 300,000; in the data active = max response mostly above about 13%, no sharp cut-off; inactive = mostly below about 14%; also: read at 38.3 µM for the half of the compounds with a filed dose; 0% is about no effect
Shiga inhibitor: blocks Shiga toxin action in Vero cells; Vero cells, Shiga toxin protein synthesis inhibition reporter; inhibition, % at 38.7 µM; hit rate 9.2% among 290,000; AID 2315; in the data active = inhibition mostly above about 28%, no sharp cut-off; inactive = mostly below about 43%; also: 0% is about no effect
Numbers without * were called inactive; ? = inconclusive; . = no result given; [ ] = remark or other dose. Unless noted, calls follow the shape of the dose curve; as a rule, active = well fitted curve in the direction sought with a large enough effect; inconclusive = small, poorly fitted or top-dose-only effect, or another doubt; inactive = no such curve, though single readings can be large; an effect the other way counts as inactive or inconclusive.

Sample of the layout:
SMILES	Tb PYK inh	Pf growth 48h	Pf growth 96h	LmPK inhibitor	AMA1 RON2 block	Cycloheximide cs	Shiga inhibitor
O=C(CCc1nnc2n(Cc3ccc(F)cc3)c(=O)c3ccccc3n12)N1CCN(c2ccccn2)CC1	3%	?	-22%	6%	10%	15	-8
Nc1ccc(C(=O)OCc2ccncc2)cc1[N+](=O)[O-]	-2%	13%	27%	1%	1%	11	11
O=C(Cn1cc([N+](=O)[O-])cn1)NCCc1c[nH]c2ccccc12	-8%	15%	?	10%	-5%	-2	-4
Cc1cccc(CN2C(=O)N/C(=C/c3cc(C)n(-c4ccccn4)c3C)C2=O)c1	-8%	13µM*	.	0%	-1%	19	-7

The listing, from the start:
SMILES	Tb PYK inh	Pf growth 48h	Pf growth 96h	LmPK inhibitor	AMA1 RON2 block	Cycloheximide cs	Shiga inhibitor
O=C(CCc1nnc2n(Cc3ccc(F)cc3)c(=O)c3ccccc3n12)N1CCN(c2ccccn2)CC1	3%	?	-22%	6%	10%	15	-8
Nc1ccc(C(=O)OCc2ccncc2)cc1[N+](=O)[O-]	-2%	13%	27%	1%	1%	11	11
O=C(Cn1cc([N+](=O)[O-])cn1)NCCc1c[nH]c2ccccc12	-8%	15%	?	10%	-5%	-2	-4
Cc1cccc(CN2C(=O)N/C(=C/c3cc(C)n(-c4ccccn4)c3C)C2=O)c1	-8%	13µM*	.	0%	-1%	19	-7
COC(=O)N/N=C/c1cc(C)n(-c2ccc(Br)cc2)c1C	-4%	?	?	6%	1%	9	22
Cc1ccc(NC(=S)N2CCC(c3nc4ccccc4s3)CC2)cc1C	1%	4%	99%[activator]	0%	-4%	-2	-6
N#Cc1ccc2ccn(CC(=O)NC3CCCCCC3)c2c1	-5%	?	?	-2%	-6%	10	-13
COC(=O)C1=C(C)NC(C)=C(C(=O)OC)C1C(=O)OCc1nnc(-c2ccccc2Cl)o1	-5%	-24%	?	.	9%	.	.
CCOc1nsc(OCC)n1	-6%	38%[activator]	43%[activator]	0%	12%	-1	-5
CCOC(=O)c1ccc(NC(=S)N2CCCC(C(=O)N3CCCC3)C2)cc1 (centres undefined)	0%	-18%	?	6%	-3%	-2	-10
O=C1CC(C(=O)Nc2ccc(Cl)cc2)S/C(=N\N=C\c2ccco2)N1 (centres undefined)	1%	35%[activator]	23%	0%	124%[activator]	0	-4
CC(C)CN(CC(C)C)C(=O)c1cccc(S(=O)(=O)N2CCc3ccccc32)c1	0%	-11%	?	11%	-2%	-3	-4
COc1ccc(CC2(CO)CCN(S(=O)(=O)c3c(C)nn(C)c3C)CC2)cc1	1%	0%	219%[activator]	4%	-1%	-3	-8
CC(=O)Nc1ccccc1OCC(=O)NCC(F)(F)F	3%	12%	11%	-1%	-11%	7	-11
OCC[C@H]1C[C@@H](O)[C@H](O)[C@@]2(Cc3ccccc3CCO2)O1	-6%	4%	26%	.	6%	.	.
Cc1ccc(NC(=O)Cc2ccc(Cl)cc2)cc1S(=O)(=O)N1CCCCCC1	4%	13µM*	?	.	13%	.	.
Cc1cccc(OCC(=O)N2CCN(C(=O)c3cccs3)CC2)c1	1%	15%	19%	-7%	0%	11	38
CCn1c(NC(=O)C(C)C)c(-c2ccccc2)c(=O)c2ccccc21	-1%	?	3%	5%	-1%	-2	2
CCN1C(=O)[C@@H]2C(C(=O)c3cnccn3)=NN[C@@H]2C1=O	-1%	14%	51%[activator]	2%	33%[activator]	-2	-13
C(#Cc1ccc(C#CCN2CCOCC2)cc1)CN1CCOCC1	-1%	26%	-1%	1%	14%	-2	-8
Cc1nnsc1C(=O)NC1CCCc2c1cnn2-c1ccccc1F (centres undefined)	3%	32%[activator]	-15%	-4%	-3%	-3	2
O=C1C(Cl)=C(NCc2cccnc2)C(=O)c2ccccc21	3%	9.3µM*	8.3µM*	0%	-14%	22*	45*
Cc1ccc(S(=O)(=O)N(c2ccccc2)C2CCS(=O)(=O)C2)cc1 (centres undefined)	1%	-10%	-18%	3%	-2%	-5	-16
Cc1ccc(S(=O)(=O)NP(=O)(Oc2ccccc2)Oc2ccccc2)cc1	-1%	.	-3%	6%	13%	-2	-1
CCCCNC(=S)NNC(=O)c1cccnc1	0%	-6%	-28%	1%	18%	6	-8
Cn1cnc([N+](=O)[O-])c1Oc1ccccc1	13%	-28%	?	-3%	14%	-3	8
COc1ccccc1C(=O)N/N=C/c1c[nH]c2ccccc12	2%	-1%	?	5%	3%	32*	42*
COCCNC(=O)c1cnn2c(C(F)(F)F)cc(-c3ccc(C)cc3)nc12	-3%	-19%	0%	1%	8%	1	-11
O=C(O)C1C2CCC(O2)C1C(=O)Nc1ccc(Cl)cc1 (centres undefined)	-3%	-4%	14%	2%	-5%	6	9
CC(C)C(=O)Nc1ccc(C(=O)NN2C(=O)c3ccccc3C2=O)cc1	-10%	-61%	10%	-2%	-2%	1	-7
CCOC(=O)CCCNS(=O)(=O)c1c(C)ccc2nsnc12	4%	-8%	12%	-2%	14%	0	6
c1ccc(CNc2c3c(nc4ncnn24)CCC3)cc1	-6%	0%	30%	-4%	-20%	-8	-6
Cc1ccc(CSc2nc3ccccc3c(=O)n2Cc2ccco2)cc1	-17%	13µM*	9.3µM*	2%	-19%	13	63*
CN(C)C(CNC(=S)Nc1ccccc1)c1cccnc1 (centres undefined)	1%	13%	42%[activator]	-4%	-11%[2.32 µM]	1	-17
CC(C)CNC(=O)CO/N=C/c1ccccc1Cl	8%	4%	19%	6%	4%	2	15
C=CCSc1nc(=O)n2ccc(C)cc2n1	2%	11%	?	10%	12%	28*	37
Cc1ccc(CN(c2ccc(C(=O)NCc3cccnc3)cc2)S(C)(=O)=O)cc1	-3%	-18%	.	7%	-5%	12	-22
Cc1ccc(OCCOc2ccc(Br)cc2)c([N+](=O)[O-])n1	-2%	172%[activator]	188%[activator]	0%	-4%[11.6 µM]	72*	154*
O=C1CC(c2ccccc2Cl)Cc2c1cnn2-c1nc2ccccc2s1 (centres undefined)	.	-29%	28%	0%	.	4	-5
CC(C)(C)NC(=O)C(c1ccccc1)N(Cc1cccs1)C(=O)c1csnn1 (centres undefined)	0%	?	-24%	4%	0%	-2	-5
O=C(c1cccc(S(=O)(=O)N2CCc3ccccc32)c1)N1CCN(c2ccccc2)CC1	0%	?	10µM*	.	?	.	.
COc1cccc(NC(=O)N2CCN(c3nnnn3-c3ccccc3)CC2)c1	3%	1%	35%[activator]	4%	-7%	-2	9
COc1ccc(C(=O)CSc2nc3ccc([N+](=O)[O-])cc3[nH]2)cc1	-2%	-19%	-16%	4%	5%[11.6 µM]	-1	-13
COC(=O)c1cc(NC(=O)CC2NCCNC2=O)cc(C(=O)OC)c1 (centres undefined)	2%	34%[activator]	?	3%	6%	-3	-9
COc1cc(CCCN2C(=O)C(=O)NC[C@@H]2CCCCN)cc(OC)c1OC	2%	0%	-4%	-2%	14%	-3	-3
Cc1cc(Nc2nc3ccccc3nc2Cl)n(-c2ccccc2C)n1	2%	1.5µM*	1.5µM*	3%	29%	-3	16
COc1cccc(C2=NOC(C(=O)N3CCC4(CC3)OCCO4)C2)c1 (centres undefined)	-5%	46%[activator]	14%	-27%	-14%	52*	97*
CCCCC1(C(=O)OCC)CC(CN2CCOCC2)OC1=O (centres undefined)	2%	6%	25%	-5%	1%	8	17
COc1cc(C(=O)N2CCN(S(=O)(=O)c3cccc(F)c3)CC2)ccc1OCC(=O)N1CCOCC1	-1%	1%	35%[activator]	.	3%	.	.
O=C(NCCNC(=O)c1cc(Cl)ccc1Cl)c1ccccn1	6%	-1%	5%	-2%	4%	-3	-5
(next part)
SMILES	Tb PYK inh	Pf growth 48h	Pf growth 96h	LmPK inhibitor	AMA1 RON2 block	Cycloheximide cs	Shiga inhibitor
O=C(CNC(=O)N1CC(=O)Nc2ccccc21)NCCc1cccc(F)c1	0%	33%[activator]	71%[activator]	-3%	14%	-3	4
NC(=O)C1CCN(C(c2ccccc2Cl)c2nnnn2CC2CCCO2)CC1 (centres undefined)	-6%	4%	28%	4%	0%	-4	-20
CCN(C(=O)c1ccc(Cl)cc1[N+](=O)[O-])c1ccccc1C	-2%	-11%	?	9%	-11%	7	5
CCCN1CCN(C(=O)c2ccc(CS(=O)c3ccc(Cl)cc3)o2)CC1 (centres undefined)	6%	21%	?	-14%	12%	-5	-4
COc1ccc(/C=C2\C(=N\O)C3CCN2CC3)cc1	1%	-15%	20%	1%	-4%	13	35
COC(=O)CSc1nc(SCc2ccccc2Cl)nc2c1CCCC2	0%	-23%	-3%	-7%	-4%	0	-3
COc1ccc(CSc2nc(C)cc(=O)[nH]2)cc1Br	2%	14%	-1%	1%	-8%	0	9
CC(OC(=O)c1ccc(Cl)c(S(=O)(=O)Nc2ccc(F)cc2)c1)C(=O)NC(N)=O (centres undefined)	-5%	-2%	-4%	-1%	-9%	6	-1
O=C(c1cc(F)ccc1F)C1CCCN(C(=O)c2cccs2)C1 (centres undefined)	-6%	9%	?	8%	-7%	-2	-3
CC(OC(=O)COc1ccccc1[N+](=O)[O-])C(=O)Nc1ccc(N2CCOCC2)cc1 (centres undefined)	-17%	51%[activator]	3%	-1%	-8%	21	73
COc1ccc(OC(C)C(=O)N2CCCc3ccccc32)cc1 (centres undefined)	-3%	8%	-21%[5.75 µM]	-2%	-3%	15	46
c1n[nH]c(NC2=NCCC2)n1	-5%	23%	9%	-2%	62%[activator]	-5	-14
O=C1CN(C(=O)c2ccccc2C(=O)O)c2ccccc2N1	-4%	3%	202%[activator]	1%	-8%	1	-8
CCc1cc(=O)oc2c(C)c(OCC(=O)N3CCC[C@@H]3C(=O)O)ccc12	3%	12%	46%[activator]	-11%	-5%	-3	-2
Cc1nn(Cc2ccccc2)c(C)c1C(=O)OCC(=O)Nc1ccccc1SCC#N	-12%	?	.	-4%	-15%	16	21
CCCCCc1nnc(NS(C)(=O)=O)s1	1%	-12%	5%	1%	8%	7	-6
Cc1ccc(NC(=O)c2nc[nH]c2C(=O)NCCCCCNC(=O)OC(C)(C)C)cc1	2%	3.3µM*	?	.	109%[activator]	.	.
Cc1cc(C2(c3cc(C)c(NC(=O)CN4CCOCC4)c(C)c3)CCCCC2)cc(C)c1NC(=O)CN1CCOCC1	4%	-2%	.	2%	-4%	-7	-14
COc1cccc(/C=C(/C#N)c2ccc(Cl)cc2)c1OCc1cccc(C(=O)O)c1	2%	-28%	?	4%	10%	4	10
COc1ccc(CCN(C(=O)c2snc(C(N)=O)c2N)C(C)C(=O)NC2CCCCC2)cc1OC (centres undefined)	0%	?	13%	-7%	2%	-4	-5
Cc1ccc(CN2CC(C(=O)NCCCSc3ccccc3)CC2=O)cc1 (centres undefined)	-2%	14%	1%	-1%	-3%	2	-38
Cc1ccc(COc2ccc(Br)cc2/C=N/O)cc1	-3%	189%[activator]	399%[activator]	3%	11%	31*	58
COc1ccc(C(=O)/C=C/C(=O)N(Cc2ccc(F)cc2)C(C(=O)NC2CCCCC2)c2ccncc2)c(O)c1 (centres undefined)	-4%	5.2µM*	-24%	0%	5%	-1	-14
